Runt-CBFb FRET: blocks binding of human RUNX1 Runt domain to CBFb. Cerulean-Runt/Venus-CBFb FRET ratio 530/480, 1 h. Q01196+Q13951. inhibition, % at 20 µM. hit rate 0.46% among 220,000. AID 1496;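 active = inhibition over about 50% at 20 µM in the single-dose screen, limit read from the data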;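 note: 0% = DMSO wells and 100% = excess unlabeled CBFb competitor control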
Target sequence (Q01196 whole entry, looked up, the tested form may be a part): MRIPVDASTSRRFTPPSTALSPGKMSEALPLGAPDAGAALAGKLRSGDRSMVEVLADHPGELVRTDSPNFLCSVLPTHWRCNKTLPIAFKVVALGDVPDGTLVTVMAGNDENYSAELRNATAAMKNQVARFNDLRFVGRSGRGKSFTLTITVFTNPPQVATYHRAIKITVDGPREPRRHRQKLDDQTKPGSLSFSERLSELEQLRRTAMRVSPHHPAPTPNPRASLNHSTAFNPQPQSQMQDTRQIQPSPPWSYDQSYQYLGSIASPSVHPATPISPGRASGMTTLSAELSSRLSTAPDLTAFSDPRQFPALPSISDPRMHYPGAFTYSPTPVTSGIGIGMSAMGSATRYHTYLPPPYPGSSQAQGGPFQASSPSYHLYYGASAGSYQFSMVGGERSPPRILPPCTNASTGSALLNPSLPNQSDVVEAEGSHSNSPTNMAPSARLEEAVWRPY
Target sequence (Q13951 whole entry, looked up, the tested form may be a part): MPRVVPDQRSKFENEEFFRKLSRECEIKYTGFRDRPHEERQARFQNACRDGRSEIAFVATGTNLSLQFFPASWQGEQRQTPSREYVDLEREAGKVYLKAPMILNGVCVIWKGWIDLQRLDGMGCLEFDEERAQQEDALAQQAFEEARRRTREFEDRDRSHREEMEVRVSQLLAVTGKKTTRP
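Measured by: fluorescence energy transfer, 422 nm excitation, 530/480 nm emission; test system: Cerulean-tagged RUNX1 Runt domain (FRET donor) fusion protein; buffer or medium: Tris pH 7.5 buffer with BSA; compound: one dose, 20 µM compound, 1% DMSO; times: two 1 h room-temperature incubations shielded from light; benchmarks: unlabeled CBFb 5 µM, positive control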
NPY1 pot ag: potentiators or agonists of human neuropeptide Y receptor Y1 | P25929 | NPY-Y1 expressing cells, potentiator/agonist activation | activation, % at 3.6 µM | hit rate 0.37% among 220,000; in the data active = activation above about 33%, passing the limit was not always enough;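 note: cells stimulated with NPY at EC10 then isoproterenol at EC100; 0% = low agonist plus stimulus and 100% = saturating agonist plus stimulus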
Target sequence (P25929 whole entry, looked up): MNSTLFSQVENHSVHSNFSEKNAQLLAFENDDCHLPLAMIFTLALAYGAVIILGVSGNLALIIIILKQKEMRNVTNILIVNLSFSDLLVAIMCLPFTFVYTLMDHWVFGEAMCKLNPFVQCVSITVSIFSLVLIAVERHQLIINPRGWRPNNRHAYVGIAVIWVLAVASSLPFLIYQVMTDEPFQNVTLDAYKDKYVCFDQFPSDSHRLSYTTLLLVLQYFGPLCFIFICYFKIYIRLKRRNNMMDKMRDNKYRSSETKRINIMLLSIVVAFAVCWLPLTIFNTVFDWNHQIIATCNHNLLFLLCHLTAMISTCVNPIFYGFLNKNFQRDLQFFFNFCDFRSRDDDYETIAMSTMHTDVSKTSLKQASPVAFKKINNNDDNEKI
S1P4 antagonist: human S1P4 receptor antagonism. O95977. inhibition, % at 4.98 µM. S1P4-expressing cells, antagonist mode, reporter read-out. hit rate 0.26% among 220,000; in the data active = inhibition above about 29%;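 note: 0% = wells stimulated with agonist and 100% = vehicle wells without agonist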
BaF3 parental: parental Ba/F3 viability inhibition as JAK2V617F counter-screen | hit rate 1.1% among 220,000 | CellTiter-Glo ATP luminescence | inhibition, % at 5.6 µM;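 active = inhibition above a per-campaign cutoff, the mean inhibition of all tested compounds plus 3 SD, cut at about 27% in these data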;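 note: 0% = DMSO wells and 100% = JAK Inhibitor I control wells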
NPY2 pot ag: potentiates or activates human NPY-Y2 receptor | P49146 | cells expressing NPY-Y2, potentiator/agonist read-out | activation, % at 3.6 µM | hit rate 0.45% among 220,000; in the data active = activation above about 27%;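 note: cells stimulated with NPY near EC25 plus isoproterenol at EC100; 0% = vehicle plus submaximal agonist and 100% = vehicle plus saturating agonist; some results beyond the cut were filed as inactive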
S1P4 agonist: activates the human S1P4 receptor. O95977. S1P4-expressing cell line, agonist reporter assay. activation, % at 4.98 µM. hit rate 0.35% among 220,000; in the data active = activation above about 11%;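 note: 0% = DMSO vehicle and 100% = reference agonist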
Ba/F3 V617F tox: loss of viability in JAK2V617F-driven Ba/F3 cells. Ba/F3 EpoR-JAK2V617F viability, ATP luminescence. inhibition, % at 5.6 µM. hit rate 1.1% among 220,000;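 active = inhibition above the campaign mean plus 3 SD over all tested compounds, cut at about 24% in these data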;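 note: cytokine-independent growth of Ba/F3 cells driven by EpoR plus mutant JAK2; 0% = DMSO-treated cells and 100% = JAK inhibitor I control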
RBBP9 inh: inhibitors of human serine hydrolase RBBP9; O75884; hit rate 0.2% among 220,000; recombinant RBBP9, FP-Rh probe fluorescence polarization; inhibition, % at 7.94 µM; AID 1515;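 active = inhibition above the campaign mean of all tested compounds plus 3 SD, cut at about 14% in these data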;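 note: plate controls were DMSO wells with RBBP9 for no effect and wells lacking RBBP9 protein for full effect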
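system = RBBP9 protein | input = RBBP9 at 2.5 µM in dispensed solution, before mixing | measured by = fluorescence polarization (mP), excitation 525 nm, emission 598 nm | incubation = enzyme-compound preincubation 30 min, then probe labeling 45 min, 25 °C | buffer or medium = Tris-NaCl-Pluronic buffer, pH 8.0 | compound = single dose 7.94 µM | also added = FP-Rh probe, 375 nM dispensing solution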
NPY-Y1 antag: blocks the human neuropeptide Y Y1 receptor. P25929. hit rate 1% among 200,000. inhibition, % at 3.6 µM. AID 1040. HEK293-CNG Y1 cells, membrane potential fluorescence; NPY at EC95, then isoproterenol;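 active = inhibition above the campaign mean inhibition of all tested compounds plus 3 SD, cut at about 20% in these data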;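 note: 0% = DMSO wells given NPY plus isoproterenol and 100% = isoproterenol alone without NPY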
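Benchmarks – high control isoproterenol alone, low control NPY with isoproterenol · Material – HEK293 Y1/CNG channel cell line · Times – dye 3 h, compound 60 min room temperature, stimulation 45 min · Probe or stimulus – NPY (25 nM), isoproterenol (1 µM), Ro 20-1724 (25 µM) · Evaluation – % inhibition of NPY effect · Signal – fluorescence, membrane potential probe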
* hit, by the source's call; nt = not tested or not shown.

SMILES	Runt-CBFb FRET	NPY1 pot ag	S1P4 antagonist	BaF3 parental	NPY2 pot ag	S1P4 agonist	Ba/F3 V617F tox	RBBP9 inh	NPY-Y1 antag
O=C(CCCOc1ccccc1)Nc1cccc([N+](=O)[O-])c1	-1	-11	-16	2	-2	0.6	-5	-8	5
COc1ccccc1N(CC(=O)N/N=C/c1ccc(SC)cc1)S(C)(=O)=O	-3	-3	-7	5	-5	1.2	2	-8	-1
Cc1ccc(SCCNC(=S)Nc2ccccc2)cc1	2	-13	-6	4	-12	2.3	-1	-7	-1
CCOC(=O)c1sc2nc(C)nc(N3CCCCC3C)c2c1C (centres undefined)	nt	1	-23	-1	1	0.4	0	-4	12
COCCCN1C(=O)C(=O)/C(=C(/O)c2ccc(C)cc2)C1c1ccccc1 (centres undefined)	2	-11	-19	0	1	-0.3	-3	1	-4
Cc1ccnc2nc(C(=O)OCC(=O)Nc3ccc4c(c3)OC(F)(F)O4)nn12	-3	-17	9	2	-3	-2.0	-2	2	-4
O=C(NCCc1ccc(F)cc1)Nc1ccc2c(c1)OCO2	0	-5	-6	7	-3	0.8	4	0	1
O=C(CN1C(=O)CCSc2ccccc21)Nc1ccc(F)cc1	-1	19	1	3	9	-0.1	-1	-3	9
Nc1ccc(/C=C/C(=O)c2cccs2)cc1	-94	2	2	8	1	0.8	-1	-12	3
Cc1ccc(Cn2nnc3c(=O)n(CC(=O)N4CCCCC4)cnc32)cc1	3	16	-16	4	-4	2.0	1	1	-1
Cc1cc(C)cc(NC(=O)C2CCCN2/C=C/C(=O)C(F)(F)F)c1 (centres undefined)	0	0	1	4	1	0.1	-3	-7	3
CS(=O)(=O)N(Cc1ccc(F)cc1)Cc1nc2ccccc2c(=O)[nH]1	1	7	-7	0	-15	-2.4	-3	-2	2
CC(=O)NC(=S)Nc1ccc(S(=O)(=O)Nc2ncccn2)cc1	-1	1	-9	-1	-6	-1.1	-1	-4	nt
O=C(Cn1cccc1C(=O)c1ccccc1)NCc1ccc2c(c1)OCO2	-1	-21	-16	2	4	0.6	0	-3	2
C/C(=N/NC(=O)c1ccccn1)c1ccc(O)cc1	2	14	9	0	12	0.8	-5	5	nt
Cn1nc(C(F)(F)F)c(-c2ccc(Br)cc2)c1NC(=O)c1ccco1	-1	8	1	8	6	1.9	-2	-4	nt
OCCC1CN(Cc2cnc(-c3cccc4ccccc34)nc2)CCN1C1CCCCC1 (centres undefined)	2	-6	-13	0	-2	0.7	-4	-2	3
CCOC(=O)Cn1ccc(-c2ccccc2)c(C#N)c1=O	0	2	-10	5	2	-0.3	2	-10	4
COc1cccc(OCCNC(=O)Nc2cc(F)c(F)cc2Cl)c1	-1	-19	-4	6	-24	-1.6	1	-8	6
CCOC(=O)c1c(C)n(C)c2ccc(OCC(O)Cn3c(C)nc4ccccc43)cc12 (centres undefined)	-2	-19	5	2	-10	-1.1	-3	4	1
O=C(NN1C(=O)C2C3C=CC(C4CC34)C2C1=O)c1ccc(Cl)cc1 (centres undefined)	0	3	-4	2	11	0.3	4	-12	-4
CCc1ccc(C2C(C#N)=C(N)N(N3CCOCC3)C3=C2C(=O)CC(C)(C)C3)s1 (centres undefined)	-1	10	-24	5	5	0.8	-3	-2	0
C=C1CC(C)OC(c2ccccc2OCC(O)CN2CCCCC2)C1 (centres undefined)	1	75*	2	6	70*	0.3	2	5	-10
Cc1ccc(CNC(=O)COC(=O)c2ccc(S(=O)(=O)N(C)C)cc2)cc1	0	10	-4	-1	-3	0.1	1	-2	-2
COc1ccccc1NC(=O)N1CCCC(C(=O)Nc2cccc(C)c2C)C1 (centres undefined)	-1	6	-3	7	1	0.7	-1	1	2
(listing goes on)
SMILES	Runt-CBFb FRET	NPY1 pot ag	S1P4 antagonist	BaF3 parental	NPY2 pot ag	S1P4 agonist	Ba/F3 V617F tox	RBBP9 inh	NPY-Y1 antag
c1cc2c(cc1Nc1nc(-c3ccc4c(c3)OCO4)cs1)OCCO2	12	-6	-33	-1	9	-0.6	-2	-2	-1
CCc1ccc(OCCCC(=O)Nc2ccc(S(N)(=O)=O)cc2)cc1	-4	3	0	4	8	-0.9	5	-9	-8
COc1ccccc1N1CCN(CCCNC(=O)Nc2ccccc2)CC1	-1	-5	-48	3	-13	2.1	-1	-6	2
NC1=NC(=O)/C(=C\c2ccsc2)S1	-1	16	-19	5	4	0.1	-3	-8	-1
COc1ccc(CCNc2cc(C)nc3c(-c4ccc(Cl)cc4)cnn23)cc1OC	-3	-31	-24	5	-9	3.8	1	-1	7
Cc1ccc(C(=O)NNC(=O)CCC(=O)Nc2cccc(Cl)c2C)cc1	3	24	-15	7	-4	1.9	3	-3	2
CCOC(=O)CN(C(=O)CSc1nnc(C)n1-c1ccccc1)c1ccccc1	1	-37	-4	3	-3	-1.1	0	-12	-1
OC(COc1ccc2cc(Br)ccc2c1)CN1CCN(c2ccccn2)CC1 (centres undefined)	-5	-34	2	2	-9	0.3	0	-3	12
Cc1ccc(Cl)cc1N1CCN(CC(O)COC(C)C)CC1 (centres undefined)	0	2	-5	0	-13	-0.4	-1	-5	nt
CC(C)CC(NC(=O)OC(C)(C)C)c1cn([C@@H](CCCCNC(=O)OC(C)(C)C)C(=O)N2CCN(C(=O)OC(C)(C)C)CC2)nn1 (some centres undefined)	-10	12	0	-9	1	1.3	4	-5	-6
COc1cc(NC(=S)N2CCCCC2C)c(OC)cc1Cl (centres undefined)	13	7	6	2	8	-1.1	-1	-10	3
COc1ccc(CCNc2nnc(C)c(=O)[nH]2)cc1OC	-2	-2	0	2	13	-2.3	-3	-4	-4
O=C(O)CCCCCn1c(O)c(C=C2N=c3ccccc3=N2)sc1=S	-2	-2	-5	-1	12	-0.2	-2	2	-1
O=C(CSc1ncccc1C(=O)O)NCc1ccc(F)cc1	-1	25	-14	3	10	0.2	0	-5	4
COc1cccc(/C=N/n2c(C)nc3ccccc32)c1OC	-3	-28	-6	7	-19	-1.7	6	-6	16
CCc1c(C)sc(NC(=O)C2CC2)c1C(=O)OC(C)C	-3	-8	-20	8	3	0.6	0	-3	5
CN(C)S(=O)(=O)c1ccc(C(=O)OCCCN=C2NS(=O)(=O)c3ccccc32)cc1	0	6	-6	3	1	-0.8	-1	-2	-2
O=S(=O)(Cc1ccccc1Cl)NCCc1ccccc1	1	-5	-1	6	1	2.2	1	-2	1
COC(=O)c1cc(C(=O)OC)cc(S(=O)(=O)Nc2ccc(Cl)c(N)c2)c1	0	-9	7	7	-12	-3.7	2	-10	-9
CC(=O)N(c1ccccc1)c1ccc([N+](=O)[O-])cc1[N+](=O)[O-]	-2	0	3	2	5	-1.5	-4	1	-1
O=[N+]([O-])/C=C/c1cc2ccccc2[nH]1	-1	14	4	2	2	1.8	7	-10	nt
Cc1ccc2nc(-c3ccc(NS(=O)(=O)c4ccccc4)cc3)sc2c1	6	-23	2	8	-1	-1.0	3	-17	0
O=C(CCCOc1ccccc1)N1CCN(c2ccccn2)CC1	-1	-30	12	3	-10	-0.1	3	2	6
Cc1ccc(N(CC(O)CN(C)C)S(=O)(=O)c2ccccc2)cc1 (centres undefined)	-1	7	-144	6	-8	0.7	-2	-3	3
COc1cccc(N2CCCn3c2nc2c3c(=O)n(CCN3CCOCC3)c(=O)n2C)c1	0	8	-1	1	-3	0.7	-2	-1	1
Carrying on.
SMILES	Runt-CBFb FRET	NPY1 pot ag	S1P4 antagonist	BaF3 parental	NPY2 pot ag	S1P4 agonist	Ba/F3 V617F tox	RBBP9 inh	NPY-Y1 antag
COc1cc(/C(C)=N/NC(=O)CSc2nc3ccccc3[nH]2)ccc1O	5	0	-9	-6	9	0.5	-1	-12	nt
Cc1ccc(C(=O)NCCN2CCOCC2)cc1Cl	-2	-9	7	-1	-8	-4.3	0	-4	-5
CC(=O)Nc1nnc(CSCc2ccccc2F)s1	0	-5	0	3	-7	1.0	1	4	nt
O=C(CC1NCCNC1=O)Nc1ccc2c(c1)OCO2 (centres undefined)	2	-1	5	5	4	2.9	-1	-5	-2
CC(C)[C@H](NS(=O)(=O)c1ccccc1)C(=O)OCC(=O)Nc1ccccc1Sc1ccccc1	-2	28	-5	0	5	-0.4	-2	-5	-8
C(=C\c1ccccn1)/c1ccncc1	1	26	-11	-7	-8	0.1	0	0	nt

Not a retest: 12 of the compounds above.
SMILES	Runt-CBFb FRET	NPY1 pot ag	S1P4 antagonist	BaF3 parental	NPY2 pot ag	S1P4 agonist	Ba/F3 V617F tox	RBBP9 inh	NPY-Y1 antag
CC(=O)N(c1ccccc1)c1ccc([N+](=O)[O-])cc1[N+](=O)[O-]	-2	0	3	2	5	-1.5	-4	1	-1
O=[N+]([O-])/C=C/c1cc2ccccc2[nH]1	-1	14	4	2	2	1.8	7	-10	nt
Cc1ccc2nc(-c3ccc(NS(=O)(=O)c4ccccc4)cc3)sc2c1	6	-23	2	8	-1	-1.0	3	-17	0
O=C(CCCOc1ccccc1)N1CCN(c2ccccn2)CC1	-1	-30	12	3	-10	-0.1	3	2	6
Cc1ccc(N(CC(O)CN(C)C)S(=O)(=O)c2ccccc2)cc1 (centres undefined)	-1	7	-144	6	-8	0.7	-2	-3	3
COc1cccc(N2CCCn3c2nc2c3c(=O)n(CCN3CCOCC3)c(=O)n2C)c1	0	8	-1	1	-3	0.7	-2	-1	1
COc1cc(/C(C)=N/NC(=O)CSc2nc3ccccc3[nH]2)ccc1O	5	0	-9	-6	9	0.5	-1	-12	nt
Cc1ccc(C(=O)NCCN2CCOCC2)cc1Cl	-2	-9	7	-1	-8	-4.3	0	-4	-5
CC(=O)Nc1nnc(CSCc2ccccc2F)s1	0	-5	0	3	-7	1.0	1	4	nt
O=C(CC1NCCNC1=O)Nc1ccc2c(c1)OCO2 (centres undefined)	2	-1	5	5	4	2.9	-1	-5	-2
CC(C)[C@H](NS(=O)(=O)c1ccccc1)C(=O)OCC(=O)Nc1ccccc1Sc1ccccc1	-2	28	-5	0	5	-0.4	-2	-5	-8
C(=C\c1ccccn1)/c1ccncc1	1	26	-11	-7	-8	0.1	0	0	nt

Screens (PubChem)

This is a random part of the collection; any-hit rate near 3.6%.
